MEKK2mut PB1 HTS = signal of MEK5 binding to mutant human MEKK2 PB1 domain; percent response, % at 10 µM; hit rate 0.35% among 290,000; bead flow cytometry, Alexa488-MEK5 binding to MEKK2 mutant; in the data active = percent response above about 24%, passing the limit was not always enough; also: inactives centre near 1; some results filed as inactive read as strong as hits; reference of the scale not given here
PfM18AAP inh = PfM18AAP enzyme inhibition; recombinant PfM18AAP, H-Glu-NHMec fluorogenic cleavage; inhibition, % at 7.35 µM; hit rate 1.2% among 290,000;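 active = inhibition above the campaign mean inhibition over all tested compounds plus 3 SD, cut at about 28% in these data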;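 also: 0% = plate median of test compound wells and 100% = 2 mM ZnCl2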
MEKK2wt PB1 HTS = raises or lowers MEK5 binding to wildtype human MEKK2 PB1 domain | bead flow cytometry, Alexa488-MEK5 binding to MEKK2 WT; actives lie on both sides | Q9Y2U5 | binding response (% of control), % at 10 µM | AID 1531 | hit rate 1.1% among 290,000; in the data active = binding response below about 67% or above about 130%
SUMO HTRF inh = SUMOylation inhibition; HTRF SUMOylation assay, SAE1/SAE2 + UBC9, in vitro; P63279; AID 2006; inhibition, % at 35 µM; hit rate 0.36% among 290,000; in the data active = inhibition above about 50%, passing the limit was not always enough; also: strong numbers were not always called active
IDE cell inh = cellular human IDE inhibition | P14735 | HEK cells, FAbetaB cleavage, fluorescence polarization | inhibition, % at 5.59 µM | hit rate 0.41% among 320,000 | AID 434962;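 active = percent inhibition above the average of all tested compounds plus 3 SD, set per screening campaign, cut at about 16% in these data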;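 also: IDE supplied by intact live HEK cells; FP after avidin binding of uncleaved biotin substrate so inhibition keeps polarization high; 0% = DMSO wells and 100% = 60 µM reference IDE inhibitor Ii1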
pCIP destab = compounds decreasing mouse p/CIP protein stability; Q05BA5; F442A p/CIP-EGFP cells, EGFP fluorescence, 16 h; decrease of EGFP signal, % at 10 µM; hit rate 0.01% among 290,000; AID 1984;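 active = EGFP signal decrease of at least 30% at 10 µM or well 3 SD below plate mean, unless failing retest; inactive = the rest, including hits failing retest or dose response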; also: some compounds called inactive have numbers as strong as hits; many of its hits are not listed in these tables
Target sequence (Q05BA5 1-1403): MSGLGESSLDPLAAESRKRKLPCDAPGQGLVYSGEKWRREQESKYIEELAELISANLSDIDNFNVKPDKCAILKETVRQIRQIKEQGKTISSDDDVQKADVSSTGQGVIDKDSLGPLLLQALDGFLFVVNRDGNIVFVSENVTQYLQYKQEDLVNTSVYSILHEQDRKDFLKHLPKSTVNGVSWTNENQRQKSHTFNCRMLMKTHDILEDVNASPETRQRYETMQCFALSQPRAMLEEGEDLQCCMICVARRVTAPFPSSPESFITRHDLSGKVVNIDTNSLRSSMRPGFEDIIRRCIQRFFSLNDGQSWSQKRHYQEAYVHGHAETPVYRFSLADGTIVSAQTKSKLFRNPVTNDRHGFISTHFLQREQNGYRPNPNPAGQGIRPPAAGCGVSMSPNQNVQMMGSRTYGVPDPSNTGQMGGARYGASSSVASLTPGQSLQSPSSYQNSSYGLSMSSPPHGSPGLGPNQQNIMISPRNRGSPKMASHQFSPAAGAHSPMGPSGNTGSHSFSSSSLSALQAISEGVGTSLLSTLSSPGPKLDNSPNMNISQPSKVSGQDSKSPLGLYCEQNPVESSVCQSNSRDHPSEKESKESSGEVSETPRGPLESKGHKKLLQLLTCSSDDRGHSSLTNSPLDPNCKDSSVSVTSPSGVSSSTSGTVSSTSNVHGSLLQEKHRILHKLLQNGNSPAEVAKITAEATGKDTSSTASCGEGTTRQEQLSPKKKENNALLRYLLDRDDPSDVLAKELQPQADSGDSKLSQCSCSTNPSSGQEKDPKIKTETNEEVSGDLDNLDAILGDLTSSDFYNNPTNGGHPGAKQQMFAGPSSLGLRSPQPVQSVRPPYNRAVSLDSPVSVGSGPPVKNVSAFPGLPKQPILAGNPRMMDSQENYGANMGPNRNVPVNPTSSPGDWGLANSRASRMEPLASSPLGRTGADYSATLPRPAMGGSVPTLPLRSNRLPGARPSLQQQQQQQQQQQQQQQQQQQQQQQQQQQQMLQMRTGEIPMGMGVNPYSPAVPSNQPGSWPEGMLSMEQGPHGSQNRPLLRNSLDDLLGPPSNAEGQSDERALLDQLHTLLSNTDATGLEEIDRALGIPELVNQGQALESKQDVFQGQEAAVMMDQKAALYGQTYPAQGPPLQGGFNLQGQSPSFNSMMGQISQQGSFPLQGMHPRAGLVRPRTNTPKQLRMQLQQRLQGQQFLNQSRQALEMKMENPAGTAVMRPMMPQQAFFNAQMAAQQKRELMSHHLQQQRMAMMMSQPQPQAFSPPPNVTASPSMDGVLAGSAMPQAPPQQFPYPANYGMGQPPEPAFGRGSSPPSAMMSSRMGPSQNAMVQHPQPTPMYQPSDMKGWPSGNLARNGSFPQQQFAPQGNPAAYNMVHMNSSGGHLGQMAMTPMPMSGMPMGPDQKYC
IDE act = boosts human insulin-degrading enzyme activity in HEK cells; P14735; FAbeta-B cleavage, fluorescence polarization; 0% vehicle, 100% cell-free pure enzyme wells; activation, % at 5.96 µM; hit rate 0.073% among 340,000; AID 493087;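 active = activation above the mean of all tested compounds plus 3 SD, set per screening campaign, cut at about 17% in these data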
NALP1 yeast inh = NALP1 inhibition; S. cerevisiae NALP1/ASC/caspase-1 growth, X-gal OD620, 72 h; hit rate 0.61% among 280,000; AID 2071; inhibition, % at 10 µM; in the data active = inhibition mostly above about 24%, no sharp cut-off; inactive = mostly below about 32%; also: some compounds called inactive have numbers as strong as hits
MEKK3 PB1 HTS = MEKK3-MEK5 PB1 interaction, increase or decrease | binding response (% of control), % at 10 µM | AID 1529 | hit rate 1.4% among 290,000 | bead-based flow cytometry, Alexa488-MEK5 binding to MEKK3; actives lie on both sides; 0 = blocked by unlabeled MEK5, 100 = vehicle;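 active = binding response more than 3 SD above or below the average of its plate-row segment, actives on both sides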;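 also: Alexa488 bead fluorescence after subtracting the streptavidin-only scavenger bead signal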
* hit, by the source's call; / = no result given.

SMILES	MEKK2mut PB1 HTS	PfM18AAP inh	MEKK2wt PB1 HTS	SUMO HTRF inh	IDE cell inh	pCIP destab	IDE act	NALP1 yeast inh	MEKK3 PB1 HTS
COc1ccc(S(=O)(=O)N2CCCC2C(=O)n2nc(C)cc2C)cc1 (stereo not given)	-7	9	93	-3	0	11	2	-12	101
Cc1ccc(S(=O)(=O)N2CCN(C(=O)C3CCCCC3)CC2)cc1	4	4	103	-19	9	-3	-2	9	98
COc1ccc(CC2(CO)CCN(Cc3cccnc3)CC2)cc1	-7	-6	94	-14	1	-12	-4	7	99
Nc1nc(-c2ccc3c(c2)CCCC3)c(CC(=O)O)s1	-2	-7	103	11	/	-6	1	37*	104
O=C(N/N=C/C=C/c1ccccc1)c1cccc(Br)c1	1	2	101	2	0	-14	1	0	105
COc1ccc(OCCCC(=O)N2CCCc3ccccc32)cc1	-8	-2	98	2	4	-12	0	4	97
Cc1c(Cl)cccc1NC(=S)N1CCC(C(N)=O)(N2CCCCC2)CC1	-1	2	95	19	1	6	1	23	95
O=C(NC(=S)Nc1c(Cl)ccc2nsnc12)c1ccco1	0	4	98	86	8	9	2	14	126
COc1ccc(Cl)cc1NC(=S)N1CCN(c2ncccn2)CC1	-12	-11	68	15	3	-16	4	6	64
OCCNc1ncnc2c1ncn2Cc1ccccc1	-5	-8	89	14	14	-2	-1	14	96
CCN(CC)S(=O)(=O)c1cccc(C(=O)N/N=C/c2ccc(OC)c(O)c2)c1	-2	-3	94	8	4	-10	3	16	95
Fc1cccc(Cl)c1CSc1nnc(CNc2ccccc2)o1	-7	4	93	-15	5	1	-1	-2	88
CC(C)C(=O)Nc1cccc(C(=O)Nc2ccc(S(=O)(=O)N3CCOCC3)cc2)c1	3	1	107	-15	1	2	1	16	106
Nc1ccc(NC(=O)CCN2CCOCC2)cc1	9	-5	107	-5	/	-5	7	13	105
O=C(N[C@H](CO)Cc1ccccc1)c1ccco1	6	/	104	/	2	/	3	/	99
CC(C)COc1ccc(C(=O)NCc2ccco2)cc1	4	7	103	18	2	-11	4	5	100
CCC1CCc2c(sc(NC(=O)C3c4ccccc4Oc4ccccc43)c2C(N)=O)C1 (stereo not given)	14	-8	117	-11	2	-5	4	25	104
COc1ccccc1N(Cc1cc(=O)[nH]c2ccccc12)C(=O)c1ccccc1	0	-1	103	10	-2	-6	-4	-13	103
Cc1cc(-c2ccccc2)n2ncnc2n1	1	-7	103	26	3	1	0	/	103
CC1CCCCC1NC(=O)CCN1C(=O)C2C3C=CC(C3)C2C1=O (stereo not given)	3	-4	103	3	1	9	10	4	102
COc1ccc(/C=N\NC(=O)C2CCCC2)cc1Br	3	2	102	9	2	-11	5	3	102
CCCC(=O)NCCc1cc2cc(C)c(C)cc2[nH]c1=O	8	5	97	10	/	8	-2	15	92
O=C(Oc1cccc(Nc2ncnc3ccccc23)c1)c1ccccc1Cl	4	-13	104	-13	-4	5	-6	36	106
N#Cc1ccc(Oc2nc(Nc3ccc(F)cc3)nc(N3CCCC3)n2)cc1	8	1	101	-28	0	3	0	55	104
CCOC(=O)CN1C(=O)SC(CC(=O)Nc2nccs2)C1=O (stereo not given)	-5	16	98	9	4	-13	-3	10	98
COc1ccc(-c2nc(C#N)c(NCc3ccco3)o2)cc1	1	-9	101	12	0	-4	5	-11	101
Cc1c(C(=O)N/N=C/c2cccnc2)nnn1-c1nonc1N	-7	3	97	-6	2	-2	-4	30	98
O=C(CN1C(=O)C2CC=CCC2C1=O)OCCN1C(=O)c2ccccc2C1=O (stereo not given)	1	-8	92	4	0	-10	6	-3	91
O=C(Nc1ccsc1C(=O)O)c1cccc(C(F)(F)F)c1	0	-3	103	27	9	-11	-9	8	101
O=C(c1cc2cc(Cl)ccc2o1)N1CCCC1	-7	-5	96	-2	-2	-8	-1	35*	97
CCc1ccc(NC(=O)CS(=O)CC(=O)N2CCN(c3ccccc3F)CC2)cc1 (stereo not given)	-1	-7	96	2	9	-3	1	10	99
COc1ccc(NC(=O)Cn2c3ccc(OC)cc3c3nc4n(c(=O)c32)CCS4)cc1	-10	-4	99	/	-2	1	7	10	97
O=C(CSc1nc2ccccc2c(=O)n1Cc1ccco1)NCCN1C(=O)CSC1=O	-25	1	85	4	-3	-10	6	19	87
CCCC(=O)Nc1sc2c(c1C(=O)Nc1ccccn1)CCCC2	-7	4	98	6	-1	-8	5	15	99
CCCn1nc(NS(=O)(=O)c2ccc(F)cc2)c2cc3ccccc3nc21	9	-1	112	3	2	-3	4	1	105
CCOC(=O)c1sc(=NC(=O)c2ccc(S(=O)(=O)N3CC(C)OC(C)C3)cc2)n(C)c1C (stereo not given)	3	-2	99	14	2	-2	4	-12	101
CCN(Cc1nc(-c2ccc(Cl)cc2)no1)CC1CCCO1 (stereo not given)	6	2	115	-7	-6	-1	1	1	104
Cc1cc(C)nc(SCc2nnc(SCC(=O)Nc3ccc(C)c(C)c3)n2Cc2ccco2)n1	1	-37	105	-7	12	3	-2	17	108
O=C(NC(=S)Nc1cccc([N+](=O)[O-])c1)c1ccco1	-3	4	97	4	5	-1	-3	3	92
CSC(=S)N/N=C/c1c[nH]c2ccccc12	6	9	89	-63	4	15	3	5	97

3 compounds from above with just MEKK2mut PB1 HTS.
molecule	MEKK2mut PB1 HTS
COc1ccc(-c2nc(C#N)c(NCc3ccco3)o2)cc1	1
Cc1c(C(=O)N/N=C/c2cccnc2)nnn1-c1nonc1N	-7
O=C(CN1C(=O)C2CC=CCC2C1=O)OCCN1C(=O)c2ccccc2C1=O (stereo not given)	1

Additional structures follow:
SMILES	MEKK2mut PB1 HTS	PfM18AAP inh	MEKK2wt PB1 HTS	SUMO HTRF inh	IDE cell inh	pCIP destab	IDE act	NALP1 yeast inh	MEKK3 PB1 HTS
Nc1nc(-c2ccccc2)cc(-c2ccccc2)n1	6	-7	106	-7	/	-12	2	20	105
Cn1nc(CC(=O)NC2CCCCCCCCCCC2)c2ccccc2c1=O	/	7	/	24	-1	-13	-4	9	/
COC1(OC)N=C(N)C2(C#N)C(c3cccc(Oc4ccccc4)c3)C12C#N (stereo not given)	2	4	101	16	4	-22	-4	35	103
CSCc1cc(N2CCOCC2)nc(SCc2ccc(Cl)c(Cl)c2)n1	7	3	107	18	1	-11	1	13	108
COc1ccc(-c2cc3nc(C)cc(-c4ccc(OC)cc4)n3n2)cc1	-1	-4	99	18	-3	6	6	18	100
Nc1nc(SCc2ccc(Br)cc2)[nH]c(=O)c1-c1ccccc1	-15	-14	83	1	3	-3	-3	-3	95
O=C(CSc1ccc(Cl)cc1)N/N=C/c1cccnc1	2	-14	101	16	4	-7	-2	-5	101
COc1ccc2cc(/C=N/NC(=O)CN(c3ccccc3C)S(=O)(=O)c3ccccc3)c(Cl)nc2c1	1	2	101	9	2	-4	2	12	105
COc1ccc(/C(N)=N/OC(=O)CCc2ccccc2)cc1OC	-5	1	101	10	-1	-8	3	18	100
Cc1cccc(-c2nnc(SCC(=O)C(C)(C)C)n2C)c1	14	-12	99	13	-1	0	8	3	107
O=C(CN1CCOc2ccccc21)NCc1ccccc1	-6	-5	94	-8	1	1	0	12	95
O=C(Nc1cccc(-c2csc(Nc3cccc(C(F)(F)F)c3)n2)c1)c1ccccc1	5	/	99	-8	2	3	-6	/	91
OCCCn1c(CCCNc2nc(-c3cccc(Br)c3)cs2)nc2cc(Cl)c(N3CCCCC3)cc21	-3	6	100	-20	-2	-14	1	10	104
COc1ccc(/C(CC2OC(=O)c3ccccc32)=N\NC(N)=O)cc1 (stereo not given)	0	3	98	13	4	-17	3	1	102
CC(=O)Nc1ccc(S(=O)(=O)N2CCN(Cc3ccncc3)CC2)cc1	3	3	107	6	4	0	5	-3	110
O=c1cc(CO)oc(C(Nc2ccccn2)c2ccccc2F)c1O (stereo not given)	8	-3	106	/	4	/	-5	/	103
CCOC(=O)c1nn(-c2cccc(Cl)c2)c2nc(Nc3ccccc3)cc(=O)n12	-1	-21	101	8	-2	-9	0	25	102
FC(F)(F)Oc1ccc(-c2cn3cccnc3n2)cc1	26	-1	104	24	6	-8	4	10	109
O=S(=O)(NCC1CCCO1)c1ccc(S(=O)(=O)N(Cc2ccccn2)C2CC2)cc1 (stereo not given)	-1	-11	96	9	-9	-6	-2	19	98
Cc1cccc(C(=O)N(Cc2ccc(C)o2)C2CCS(=O)(=O)C2)c1 (stereo not given)	3	9	102	4	3	2	3	4	96
O=C(NCc1ccc(F)cc1)c1cc2c(s1)CCCC2	-3	-11	97	4	-2	0	1	12	101
CN(Cc1ccccc1)C(=O)CCC(=O)N(C)Cc1ccccc1	11	-3	109	6	8	-5	3	2	104
COCCn1c(=S)[nH]c2cc(C(=O)N3CC(C)CC(C)C3)ccc2c1=O (stereo not given)	-3	1	99	7	4	1	2	-4	102
NS(=O)(=O)c1ccc(CNC(=O)C23CC4CC(CC(C4)C2)C3)cc1	11	12	114	13	3	-8	6	7	110
CC(=O)Nc1ccc(NC(=O)c2c(C)nc3ccccn23)cc1	-1	3	95	16	3	-6	-2	23	102
Cc1ccc(CC2CC(=O)N(c3cc(C)ccc3C)C2=O)cc1 (stereo not given)	1	-7	101	-7	-1	0	5	18	101
CC1=C(C(=O)OC2CCCC2)C(c2coc3ccc(C)cc3c2=O)C2=C(CCCC2=O)N1 (stereo not given)	-1	3	107	4	1	2	3	-1	111
COC(=O)C1=CNC=C(C(=O)OC)C1c1ccccc1Cl	6	-1	108	26	-1	6	4	-4	108
COc1ccccc1NC(=O)Nc1ccc(Cc2ccncc2)cc1	-1	-12	100	8	-2	4	3	-9	103
COc1cc(C(=O)CSc2nccn2C)cc(OC)c1OC	-3	0	99	-10	5	-3	-1	17	100
COc1cccc(-n2c(SCc3ccccn3)nc3c(c2=O)SCC3)c1	1	-6	102	3	0	-3	1	-4	103
NS(=O)(=O)c1ccc(NS(=O)(=O)c2ccc(Br)cc2)cc1	0	3	104	5	-1	3	2	7	99
CCOC(=O)c1cnc2c(C(=O)OC)cccc2c1NCc1cccnc1	5	-11	106	3	2	18	-2	5	105
COc1ccc(NC(C)=O)cc1NC(=O)CSc1nnc(-c2cccnc2)n1C	-4	1	98	3	1	-5	-4	-13	99
COc1cc(C=O)c(Br)cc1OCC(=O)NCCc1ccccc1	-4	2	96	-5	9	-7	-4	-12	99
CN(C)CCNC(=O)c1nn(C)c2c1CCc1ccccc1-2	-3	0	96	2	-2	-4	3	7	92
COc1ccccc1NC(=O)Cn1nnc2sc3c(c2c1=O)CC(C)(C)OC3	-12	-7	98	13	-1	-6	/	-7	89
O=C(c1ccco1)N1CCN(CCOCCOc2cccc3ccccc23)CC1	4	1	105	2	-1	-2	-1	-18	102
c1ccc(-c2csc(N3CCOCC3)n2)cc1	-2	-17	100	19	5	-6	-1	17	99
CCOC(=O)Cn1c(Br)nc2c1c(=O)[nH]c(=O)n2C	2	-5	99	11	4	-8	8	-10	103
c1ccc(Cc2nnc3sc(-c4ccc5c(c4)OCO5)nn23)cc1	4	3	98	/	1	/	-5	/	99
O=C(Cn1c(=O)oc2ccccc21)Nc1ccc(Br)cc1	6	-15	112	14	1	-11	3	11	111
Cc1ccc2occ(/C=N/NC(=O)[C@@H](N)Cc3ccccc3)c(=O)c2c1	4	11	99	22	3	-1	3	/	100

This is a subset. The share of hits here may be higher or lower than overall.
